Screening data: PubChem BioAssay, several laboratories
LEDGF integ inh: blocks HIV-1 LEDGF/p75-dependent DNA integration | inhibition, % at 3.7 µM | AID 743269 | hit rate 0.64% among 370,000 | TR-FRET IN-LEDGF/p75 DNA integration, Eu/Cy5;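 active means inhibition above the screen-wide mean plus 3 SD, cut at about 13% in these data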;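 further: signal is the Cy5 over europium emission ratio at 671 and 618 nm; 0% = plate median of compound wells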
TDP2 inh: blocks human TDP2 phosphodiesterase activity. O95551. recombinant TDP2, T5PNP hydrolysis, p-nitrophenol absorbance 415 nm. inhibition, % at 12.8 µM. hit rate 0.34% among 370,000;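 active means inhibition above the mean of all tested compounds plus 3 SD, set per campaign, cut at about 25% in these data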;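 further: 0% = DMSO with enzyme and 100% = buffer with substrate but no TDP2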
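Incubation: 2 h at 37 °C; Test system: recombinant human TDP2; Quantity: enzyme 120 nM; Read-out basis: percent inhibition; Medium: 50 mM Tris-HCl pH 7.5 with Mg2+, KCl, DTT, BSA; Repeats: single replicate; Compound: 12.8 µM single point, 1% DMSO; Signal: epi absorbance; Reagent: 5 mM T5PNP chromogenic substrate; Benchmarks: no-enzyme high, DMSO-plus-enzyme low.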
TCR-CD3 inh: inhibitors of human TCR-CD3 interaction | TAMRA-labeled TCR probe fluorescence, biochemical | hit rate 0.37% among 360,000 | inhibition, % at 9.4 µM | AID 651800; in the data active means inhibition above about 19%;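 further: recombinant mutant TCR 2C K166C tagged with TAMRA read by polarization; 0% = receptor in buffer alone and 100% = receptor with positive control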
MBD2 DNA inh: MBD2-methylated oligo binding inhibition; Q9UBB5; TR-FRET, MBD2 binding to methylated oligonucleotide; inhibition, % at 4.4 µM; hit rate 0.31% among 370,000; AID 686964; in the data active means inhibition above about 13%
Target sequence (Q9UBB5 whole entry, looked up): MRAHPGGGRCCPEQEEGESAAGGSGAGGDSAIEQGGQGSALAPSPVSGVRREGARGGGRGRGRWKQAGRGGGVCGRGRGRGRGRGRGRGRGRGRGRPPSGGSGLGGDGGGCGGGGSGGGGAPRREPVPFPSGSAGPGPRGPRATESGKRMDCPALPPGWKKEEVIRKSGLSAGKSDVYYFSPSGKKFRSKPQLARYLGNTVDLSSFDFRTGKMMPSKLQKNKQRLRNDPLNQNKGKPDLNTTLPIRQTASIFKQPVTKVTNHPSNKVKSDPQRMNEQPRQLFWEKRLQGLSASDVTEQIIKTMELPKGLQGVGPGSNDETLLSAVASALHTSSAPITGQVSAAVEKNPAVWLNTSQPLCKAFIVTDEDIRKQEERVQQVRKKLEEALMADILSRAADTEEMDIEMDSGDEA
ABHD4 inh: inhibitors of mouse ABHD4 | purified mABHD4, FP-Rh probe fluorescence polarization | inhibition, % at 8.92 µM | hit rate 0.54% among 370,000 | AID 720543;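 active means inhibition exceeding the mean over every tested compound plus 3 SD, cut at about 30% in these data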;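 further: 0% = plate median of compound wells and 100% = S159A mutant with DMSO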
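System: mouse ABHD4 enzyme, wild type / Medium: HEPES pH 7.0, NaCl, Pluronic buffer / Reagent: FP-Rh activity-based fluorescent probe / Control set: S159A mutant high control, sample median low control / Detection: fluorescence polarization with parallel and perpendicular emission, 525/598 nm / Schedule: 45 min + 60 min at 25 °C / Compound dosing: 8.92 µM, single dose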
SIAE inh: blocks human sialic acid acetylesterase. Q9HAT2. SIAE FP-Rh probe binding, fluorescence polarization. inhibition, % at 9.66 µM. hit rate 0.69% among 370,000;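 active means inhibition above a cutoff: mean of compounds within the control limits plus 3 SD of those, cut at about 17% in these data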;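 further: 0% = plate median of compound wells and 100% = probe without SIAE protein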
HTRA1 inhibitor: blocks human HTRA1 serine peptidase | Q92743 | recombinant HTRA1, FP-rhodamine activity-based probe, fluorescence polarization | inhibition, % at 5.96 µM | hit rate 0.5% among 340,000; in the data active means inhibition above about 36%;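 further: 0% = enzyme with DMSO and 100% = wells lacking enzyme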
Target sequence (Q92743 whole entry, looked up): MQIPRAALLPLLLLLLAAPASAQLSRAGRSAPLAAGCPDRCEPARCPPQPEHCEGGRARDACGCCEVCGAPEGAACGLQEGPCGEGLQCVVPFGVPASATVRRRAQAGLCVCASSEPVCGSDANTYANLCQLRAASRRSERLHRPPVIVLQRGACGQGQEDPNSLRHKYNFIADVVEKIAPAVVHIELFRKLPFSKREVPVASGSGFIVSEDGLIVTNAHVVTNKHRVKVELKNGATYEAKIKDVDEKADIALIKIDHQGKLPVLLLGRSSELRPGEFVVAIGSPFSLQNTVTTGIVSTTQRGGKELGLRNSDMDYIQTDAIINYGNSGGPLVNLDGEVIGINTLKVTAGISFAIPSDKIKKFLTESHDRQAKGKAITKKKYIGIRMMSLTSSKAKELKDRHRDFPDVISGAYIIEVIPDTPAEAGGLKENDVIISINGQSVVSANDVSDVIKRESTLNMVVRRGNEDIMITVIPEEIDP
GC-B act: GC-B (human) receptor activation | activation, % at 10 µM | hit rate 0.11% among 370,000 | HEK293-GC-B cells, CNP EC30, cGMP TR-FRET; 0% at EC30 CNP, 100% saturating CNP | P20594;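 active means activation at 10 µM reaching about 35% in either raw or pattern-adjusted values, limit read from the data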
PRMT1 FP inh: blocks human protein arginine methyltransferase 1. Q99873. recombinant PRMT1, activity-based probe fluorescence polarization. inhibition, % at 2.79 µM. hit rate 1.3% among 370,000. AID 652257;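 active means inhibition above about 21% made by adding two undisclosed values, limit read from the data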
rCAG RNA binder: r(CAG) repeat RNA binding; TO-PRO-1 dye displacement fluorescence; inhibition, % at 3 µM; hit rate 1.3% among 370,000;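 active means inhibition above the plate cutoff, the mean of all test compounds on that plate plus 3 SD, cut at about 35% in these data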;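 further: 0% = DMSO alone and 100% = 100 µM mitoxantrone as full dye displacement; higher means more dye released from RNA so lower well fluorescence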
Active calls of the source: *; . = no result given. These rows are one share of the data (hit frequency here may not be typical).

#	molecule	SIAE inh	PRMT1 FP inh	HTRA1 inhibitor	ABHD4 inh	TDP2 inh	TCR-CD3 inh	rCAG RNA binder	MBD2 DNA inh	GC-B act	LEDGF integ inh
1	C/C(=N/NC(=O)c1nnn(-c2nonc2N)c1COc1ccccc1)c1ccccc1Cl	-2	0	-3	-16	-5	-6	4	-6	-4	0
2	O=C(CN(Cc1ccccc1F)S(=O)(=O)c1ccc(Cl)cc1)NCCC1=CCCCC1	1	-2	-3	0	11	-1	1	-2	-4	4
3	COc1cccc(-n2c(C)nnc2SCC#N)c1	2	-3	5	1	-25	0	5	-3	0	5
4	CCCN(CCC)CCc1cccc2c1CC(=O)N2	1	-2	.	8	3	.	2	-3	11	-2
5	COC(=O)c1c(-c2ccc(OC)cc2)oc2ccc(-c3ccc(OC)nc3)cc12	-2	2	-7	-1	4	2	2	4	-12	-1
6	COc1ccc([N+](=O)[O-])c(C=CC(=O)c2ccccn2)c1	10	18	-10	14	-2	-5	4	0	-8	2
7	COCCn1c(Cc2cccn2C)nnc1SCC(=O)Nc1nccs1	2	1	4	5	9	4	-1	2	5	-2
8	COc1ccc2cc(-c3ccccc3)ncc2c1	10	2	-9	-7	0	1	-1	-4	-6	-1
9	COc1cc(OC)cc(OC(=O)C2CCN(C(=O)c3ccc(F)cc3)CC2)c1	7	0	-6	1	0	7	-7	0	-1	-2
10	COc1ccc(-c2c(S(=O)(=O)c3ccccc3)cnn2-c2ccccc2)cc1	1	1	-22	-7	2	3	-2	-6	-16	1
11	CNc1ccccc1C(=O)OCC(=O)N1CCN(c2ccc(OC)cc2)CC1	3	-2	-3	0	1	2	-9	1	-6	-3
12	c1cc2nc(C34CC5CC(CC(C5)C3)C4)[nH]c2cn1	4	-1	3	14	-1	2	4	-1	4	3
13	CCC1NC(=O)c2cccnc2-n2c1nc1cc(F)ccc1c2=O (stereo unspecified)	2	12	1	7	6	1	-1	9	-1	-4
14	COCCNC(=O)C(c1ccc(C)cc1)N(C(=O)CCC(=O)Nc1ccccn1)c1ccc(C)cc1 (stereo unspecified)	-3	1	6	-2	6	8	-2	2	2	0
15	Cc1cccc(Cl)c1-n1nnnc1C1(C)CSCC(=O)N1Cc1ccc(F)cc1 (stereo unspecified)	-4	3	.	6	2	.	8	0	-1	2
16	CCOC(=O)c1ccc(NC(=O)C(C)NS(=O)(=O)c2ccc(OC)cc2)cc1 (stereo unspecified)	6	-2	-6	-3	-7	6	1	-6	2	-1
17	CCc1ccc(N(CC(=O)NCc2ccco2)C(=O)CCC(=O)Nc2nccs2)cc1	-2	-2	1	-1	-5	1	-2	0	-13	3
18	COc1ccc(NC2CCCN(C(=O)CCc3scnc3C)C2)cc1 (stereo unspecified)	3	0	0	1	8	2	-3	1	-5	0
19	N#Cc1ccc(-c2nc3ccccc3nc2-c2ccccc2)cc1C#N	2	-3	-14	6	9	-7	-1	-7	-6	0
20	CN(CC(=O)Nc1ccc2c(c1)OCO2)CC(=O)Nc1ccc(F)c(F)c1F	0	5	9	8	2	-7	0	3	3	0
21	Cc1nc2sccc2c(=O)n1-c1cccc(Cl)c1	-7	0	0	1	3	1	4	0	0	-1
22	Cc1ccsc1C(=O)N1CCC1(C)C(=O)NCc1cccnc1 (stereo unspecified)	0	-2	.	0	-6	3	1	-3	2	2
23	CC(=O)Nc1ccc(C(=O)COC(=O)CCc2ccccc2)c(F)c1	3	5	-12	-6	-3	0	0	4	2	-3
24	Cc1ccc(S(=O)(=O)C2CS(=O)(=O)CC2O)cc1 (stereo unspecified)	-3	1	2	-3	3	5	-1	0	2	-2
25	Cc1nn(-c2ccc(F)cc2)c(Cl)c1/C=C/C(=O)OCC(=O)Nc1c(F)c(F)c(F)c(F)c1F	-1	-3	3	-4	4	3	2	4	-3	1
26	O=C(C1CC(=O)N(c2ccc3c(c2)OCCO3)C1)N1CCCC(C(F)(F)F)C1 (stereo unspecified)	0	2	0	9	5	-2	-5	3	4	-3
27	Cc1cc(NC(=O)CCC(=O)N(Cc2ccccc2)C(C(=O)NC2CCCC2)c2ccco2)no1 (stereo unspecified)	3	-1	-6	0	-1	4	-8	1	-2	6
28	CCN1C(=O)/C(=C2\SC(=S)N(NC(=O)c3cccnc3)C2=O)c2ccccc21	3	21*	1	9	10	-3	15	8	0	-3
29	Cc1ccc(NC(=O)C2(C)CCN2C(=O)Cc2ccc(C(C)(C)C)cc2)cc1C (stereo unspecified)	-3	2	.	-8	-1	4	1	-4	5	-4
30	Cc1ccc(CN(CC(=O)NC2CCCCC2)C(=O)c2csnn2)cc1	7	-1	5	5	6	4	-3	1	-5	-1

7 of the compounds above, with two lines to a compound:
Results follow in this order: SIAE inh, PRMT1 FP inh, HTRA1 inhibitor, ABHD4 inh, TDP2 inh, TCR-CD3 inh, rCAG RNA binder, MBD2 DNA inh, GC-B act, LEDGF integ inh
1	C/C(=N/NC(=O)c1nnn(-c2nonc2N)c1COc1ccccc1)c1ccccc1Cl
 : -2, 0, -3, -16, -5, -6, 4, -6, -4, 0
2	O=C(CN(Cc1ccccc1F)S(=O)(=O)c1ccc(Cl)cc1)NCCC1=CCCCC1
 : 1, -2, -3, 0, 11, -1, 1, -2, -4, 4
3	COc1cccc(-n2c(C)nnc2SCC#N)c1
 : 2, -3, 5, 1, -25, 0, 5, -3, 0, 5
4	CCCN(CCC)CCc1cccc2c1CC(=O)N2
 : 1, -2, ., 8, 3, ., 2, -3, 11, -2
5	COC(=O)c1c(-c2ccc(OC)cc2)oc2ccc(-c3ccc(OC)nc3)cc12
 : -2, 2, -7, -1, 4, 2, 2, 4, -12, -1
6	COc1ccc([N+](=O)[O-])c(C=CC(=O)c2ccccn2)c1
 : 10, 18, -10, 14, -2, -5, 4, 0, -8, 2
7	COCCn1c(Cc2cccn2C)nnc1SCC(=O)Nc1nccs1
 : 2, 1, 4, 5, 9, 4, -1, 2, 5, -2

(more compounds)
#	molecule	SIAE inh	PRMT1 FP inh	HTRA1 inhibitor	ABHD4 inh	TDP2 inh	TCR-CD3 inh	rCAG RNA binder	MBD2 DNA inh	GC-B act	LEDGF integ inh
31	CCNC(=O)NS(=O)(=O)c1cnccc1Nc1cccc(Cl)c1	-1	1	8	4	-9	2	1	-1	-2	1
32	COC(=O)c1cnc(N2CCCN(S(=O)(=O)c3ccccc3)CC2)nc1C(F)(F)F	7	-5	-10	-7	-7	2	-3	1	-4	5
33	C#CCOCCOCCOCCNc1nc(N2CCN(C(=O)CCCCCCCCCCNC(=O)[C@@H]([C@H](C)O)n3cc(C)nn3)CC2)nc(N2CCN(C(=O)CCCCCCCCCCNC(=O)[C@@H]([C@H](C)O)n3cc(C)nn3)CC2)n1	-8	2	-50	17	-18	5	7	2	-2	2
34	CCOC(=O)N1CCN(Cc2cn[nH]c2-c2ccc(-c3ccccc3)cc2)CC1	2	-2	-2	-4	11	-2	-2	0	2	1
35	O=[N+]([O-])c1cccc(-c2ccc(CN3CCN(c4ccccc4)CC3)o2)c1	-9	6	-3	-8	-13	6	4	9	-1	4
36	CN(CC(=O)Nc1ccccc1Br)C(=O)c1cccc(S(=O)(=O)NCc2ccccc2)c1	-1	-3	-3	-1	2	-1	-4	2	-6	-5
37	Cc1cc(O)cc(=O)n1-c1cccc(Br)c1	-6	-4	.	-4	-4	-2	3	1	1	4
38	CCOc1ccc(NC(=O)CCCCCN2C(=O)[C@@H]3Cc4ccccc4CN3C2=O)cc1	5	0	0	-2	4	5	-6	0	1	4
39	Cc1cccc(N2CCN(c3nnnn3-c3ccccc3)CC2C)c1 (stereo unspecified)	6	2	-1	-11	5	1	-8	3	4	-1
40	O=C(NCCC1=CCCCC1)C1CCN(C(=O)Cc2ccccc2)CC1	-4	4	1	-3	-12	-10	-4	4	-2	-4
41	O=S(=O)(c1ccc(Br)cc1)N1CCCC1c1nc2ccccc2s1 (stereo unspecified)	-2	1	-12	-5	2	-2	-5	1	-1	-1
42	CN(/N=C/c1cc(Cl)ccc1O)C1=NS(=O)(=O)c2ccccc21	-2	-1	-13	-4	4	-4	18	-1	-4	3
43	Cc1cccc(N2CCN(C(=O)c3ccc(Cl)c(S(=O)(=O)NCc4ccco4)c3)CC2)c1C	-2	-2	-25	-10	3	3	-2	1	-4	2
44	CCC(NC(=O)Nc1nccs1)(C(F)(F)F)C(F)(F)F	-4	3	4	-1	3	-5	0	2	6	-3
45	C=CCn1c(SCC(N)=O)nnc1-c1cnccn1	0	-4	1	1	-4	7	1	0	-6	7
46	Cc1cccc(C(=O)NCc2nnc(SCC(=O)N3CCN(c4ccccc4)CC3)n2C)c1	-3	0	4	1	-8	-6	0	-1	-5	-3
47	Cc1c(F)cccc1NS(=O)(=O)c1ccc2c(c1)c(C)cc(=O)n2C	4	-2	1	-2	-6	-2	2	5	5	2
48	O=C(Nc1cccc(S(=O)(=O)c2cccc(NC(=O)c3ccco3)c2)c1)c1ccco1	-111	1	-69	-93	-21	7	20	4	2	7
49	CN(C)S(=O)(=O)c1cccc(NC(=O)c2ccc(Sc3nncn3C)c([N+](=O)[O-])c2)c1	7	-2	3	2	10	5	14	-1	-3	-2
